Screens as filed in PubChem.
SMARCA2 activ: SMARCA2 function activation, primary screen; activation, % at 9.1 µM; hit rate 1% among 370,000; MG213 cells, MMTV-luciferase reporter, dexamethasone, overnight; in the data active means activation above about 7.8%;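 further: 0% = vehicle wells and 100% = reference activator wells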
Rev-erbA mod: modulates human Rev-erb alpha binding to DNA; P20393; Rev-erbα–FITC-DNA binding, fluorescence polarization, 90 min; activity, % at 10 µM; hit rate 0.79% among 370,000;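 active means activity above about 14%, limit read from the data; passing the limit was not always enough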;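 further: 0% = DMSO wells with 35 nM protein and 100% = DMSO wells with 750 nM protein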
ABHD4 inh: ABHD4 (mouse) inhibition, primary FP screen; Q8VD66; purified mABHD4, FP-Rh probe fluorescence polarization; inhibition, % at 8.92 µM; hit rate 0.54% among 370,000; AID 720543;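 active means inhibition exceeding the mean over every tested compound plus 3 SD, cut at about 30% in these data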;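 further: 0% = plate median of compound wells and 100% = S159A mutant with DMSO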
Target sequence (Q8VD66 whole entry, looked up): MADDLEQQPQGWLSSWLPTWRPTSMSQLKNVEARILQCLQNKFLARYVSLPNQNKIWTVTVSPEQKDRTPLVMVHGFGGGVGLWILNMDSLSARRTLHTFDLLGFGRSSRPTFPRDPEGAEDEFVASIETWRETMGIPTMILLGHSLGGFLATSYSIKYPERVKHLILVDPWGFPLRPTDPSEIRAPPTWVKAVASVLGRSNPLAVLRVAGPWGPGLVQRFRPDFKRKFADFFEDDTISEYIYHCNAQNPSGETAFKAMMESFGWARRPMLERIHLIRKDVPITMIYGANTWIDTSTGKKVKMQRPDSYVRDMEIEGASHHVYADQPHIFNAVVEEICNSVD
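Assay system: mouse ABHD4 enzyme, wild type / Also added: fluorescent activity-based probe FP-Rh / Doses: single nominal dose of 8.92 µM, 0.89% DMSO final / Timing: 45 min compound pre-incubation plus 60 min probe step, 25 °C / Signal: FP readout, ex 525 nm / em 598 nm / Control set: S159A mutant/DMSO as 100%, compound-well median as 0%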
ARFGAP1 inh: inhibitors of rat ARFGAP1; AID 651572; Q62848; inhibition, % at 16.5 µM; Arfgap1-stimulated ARF1 GTP hydrolysis, GDP FP detection; hit rate 0.26% among 360,000;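 active means inhibition above a per-plate limit, mean inhibition of low control wells plus 3 SD, cut at about 25% in these data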;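 further: 0% = DMSO wells with enzyme and 100% = wells lacking Arfgap1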
Target sequence (Q62848 1-136 limits assumed): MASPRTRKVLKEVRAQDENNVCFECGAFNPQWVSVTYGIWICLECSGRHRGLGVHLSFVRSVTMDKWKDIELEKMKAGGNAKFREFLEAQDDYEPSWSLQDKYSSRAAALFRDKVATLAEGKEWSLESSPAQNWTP
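Material: truncated rat Arfgap1 GAP domain; Incubation: compound-enzyme preincubation 20 min, reaction 120 min, detection 60 min, 25 °C; Read-out: percent inhibition of Arfgap1-stimulated GTP hydrolysis; Technique: FP, GDP Alexa 633 tracer displaced from anti-GDP antibody, 620/688 nm; Controls: No-Arfgap1 wells (100%) versus DMSO full-reaction wells (0%); Replication: single well per compound.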
GC-A act: GC-A (human) enzyme activation | AID 1671463 | hit rate 0.14% among 370,000 | HEK293 GC-A cells, cGMP TR-FRET, EC30 ANP; 0% at EC30 ANP, 100% saturating ANP | activation, % at 10 µM | P16066; in the data active means activation above about 40%
rCAG binder: binds r(CAG) RNA repeats; AID 651821; r(CAG) RNA repeat, TO-PRO-1 dye displacement fluorescence; inhibition, % at 3 µM; hit rate 1.3% among 370,000;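 active means inhibition above the plate cutoff, the mean of all test compounds on that plate plus 3 SD, cut at about 35% in these data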;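 further: 0% = DMSO alone and 100% = 100 µM mitoxantrone as full dye displacement; higher means more dye released from RNA so lower well fluorescence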
ASAP1 inh: blocks human ASAP1-stimulated Arf1 GTP hydrolysis. hit rate 0.19% among 360,000. GDP FP detection. Q9ULH1. inhibition, % at 16.5 µM; in the data active means inhibition above about 25%;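 further: 0% = vehicle with enzyme and substrate and 100% = no enzyme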
NPR2 activator: GC-B (human) receptor activation; P20594; hit rate 0.11% among 370,000; activation, % at 10 µM; AID 1920062; HEK293-GC-B cells, CNP EC30, cGMP TR-FRET; 0% at EC30 CNP, 100% saturating CNP;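 active means activation at 10 µM reaching about 35% in either raw or pattern-adjusted values, limit read from the data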
PG9 Ab binder: PG9 antibody binding by small molecule; TR-FRET gp120-PG9 antibody binding; inhibition, % at 6.7 µM; hit rate 0.43% among 360,000; AID 624416; in the data active means inhibition above about 8.5%
HTRA1 inh: blocks human HTRA1 serine peptidase | recombinant HTRA1, FP-rhodamine activity-based probe, fluorescence polarization | inhibition, % at 5.96 µM | hit rate 0.5% among 340,000 | AID 504803; in the data active means inhibition above about 36%;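 further: 0% = enzyme with DMSO and 100% = wells lacking enzyme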
Target sequence (Q92743 whole entry, looked up): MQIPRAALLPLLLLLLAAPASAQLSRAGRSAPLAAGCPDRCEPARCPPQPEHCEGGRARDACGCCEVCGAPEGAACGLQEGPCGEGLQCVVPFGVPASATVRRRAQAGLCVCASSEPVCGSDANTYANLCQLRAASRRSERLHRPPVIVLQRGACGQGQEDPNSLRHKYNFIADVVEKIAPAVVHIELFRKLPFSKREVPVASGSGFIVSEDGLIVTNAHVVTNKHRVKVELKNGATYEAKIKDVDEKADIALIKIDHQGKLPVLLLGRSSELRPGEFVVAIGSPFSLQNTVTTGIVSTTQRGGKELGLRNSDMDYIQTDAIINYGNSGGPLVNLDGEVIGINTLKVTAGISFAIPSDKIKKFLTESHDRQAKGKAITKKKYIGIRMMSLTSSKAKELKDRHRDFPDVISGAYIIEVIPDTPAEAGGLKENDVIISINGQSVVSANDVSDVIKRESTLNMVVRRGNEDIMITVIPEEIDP
* = called active by the depositor; / = not tested or not shown.

SMILES	Rev-erbA mod	ARFGAP1 inh	rCAG binder	ASAP1 inh	HTRA1 inh	PG9 Ab binder	ABHD4 inh	GC-A act	NPR2 activator	SMARCA2 activ
COc1ccc(-c2cn(-c3ccc(Br)cc3)c3[n+]2CCS3)cc1	-1	9	7	-5	-2	0.3	7	11	1	-7
COc1ccc(OCC(O)CNC(=O)c2c(-c3ccccc3)noc2C)cc1 (configuration not stated)	-1	-4	-9	7	1	0.2	0	0	5	-2
CC(=O)Nc1sc(C)c(C)c1C(=O)OCC(=O)NCc1ccccc1	3	-6	2	-7	4	2.0	5	0	0	-2
O=[N+]([O-])c1ccc(C=Nc2ccc(Cl)c([N+](=O)[O-])c2)s1	-1	-5	2	24	18	-2.7	12	2	-1	4
Cc1c(NC(=O)c2ccc(CN3CCc4ccccc4C3)cc2)c(=O)n(-c2ccccc2)n1C	-5	9	-6	8	4	2.4	-11	4	0	-4
COc1cc2c(cc1OC)C(C)N(C(=O)c1cc3c(C)cc(C)cc3[nH]1)CC2 (configuration not stated)	-3	6	4	9	-26	-1.6	2	-3	3	-3
O=C(NCCS(=O)(=O)c1ccc(Cl)cc1)c1ccc(F)cc1	-1	4	0	4	-1	0.9	1	1	0	-4
COc1ccc2cc(CCl)c(Cl)nc2c1	2	12	6	-1	-3	0.1	-1	-18	-5	-2
Cc1nc([N+](=O)[O-])nn1C12CC3CC(CC(Br)(C3)C1)C2	-1	-10	-3	-3	-5	-0.3	-5	10	8	-1
Cc1ccc(N2C(=O)c3ccccc3C2C(=O)c2ccc(C)c(C)c2O)cc1 (configuration not stated)	3	-2	1	-2	-7	0.3	3	-3	-6	3

Three of these compounds, reformatted:
COc1ccc2cc(CCl)c(Cl)nc2c1
  Rev-erbA mod = 2 | ARFGAP1 inh = 12 | rCAG binder = 6 | ASAP1 inh = -1 | HTRA1 inh = -3 | PG9 Ab binder = 0.1 | ABHD4 inh = -1 | GC-A act = -18 | NPR2 activator = -5 | SMARCA2 activ = -2

Cc1nc([N+](=O)[O-])nn1C12CC3CC(CC(Br)(C3)C1)C2
  Rev-erbA mod = -1 | ARFGAP1 inh = -10 | rCAG binder = -3 | ASAP1 inh = -3 | HTRA1 inh = -5 | PG9 Ab binder = -0.3 | ABHD4 inh = -5 | GC-A act = 10 | NPR2 activator = 8 | SMARCA2 activ = -1

CC(=O)Nc1sc(C)c(C)c1C(=O)OCC(=O)NCc1ccccc1
  Rev-erbA mod = 3 | ARFGAP1 inh = -6 | rCAG binder = 2 | ASAP1 inh = -7 | HTRA1 inh = 4 | PG9 Ab binder = 2.0 | ABHD4 inh = 5 | GC-A act = 0 | NPR2 activator = 0 | SMARCA2 activ = -2

Next section
SMILES	Rev-erbA mod	ARFGAP1 inh	rCAG binder	ASAP1 inh	HTRA1 inh	PG9 Ab binder	ABHD4 inh	GC-A act	NPR2 activator	SMARCA2 activ
O=C(c1ccc(S(=O)(=O)N2CCCCC2)cc1)N(c1ccccn1)C1CCCCC1	5	12	-4	19	1	-0.2	-2	2	5	5
COc1ccc(NC(=S)NCCc2ccccc2OC)c(OC)c1	-1	-5	-6	9	-2	1.8	4	-2	0	2
CCOc1cc2[nH]c(=S)n(CCC(=O)NC3CCCCC3)c(=O)c2cc1OCC	1	-3	1	-17	5	-1.7	7	-2	1	0
CC(CCc1ccccc1)NCC(O)COc1ccccc1 (configuration not stated)	-5	17	1	8	1	0.0	2	-4	-6	3
Cc1nnc2sc(-c3ccc(NC(=O)c4ccc(-c5ccc(Cl)cc5Cl)o4)cc3)nn12	-12	20	4	112*	-18	2.0	0	-3	-9	-1
Cc1ccc(S(=O)(=O)c2cc3ccc(O)cc3oc2=O)cc1C	-5	4	11	1	1	0.1	6	2	4	-1
CS(=O)(=O)N(CC(=O)N1CCc2ccccc2C1)c1ccccc1F	-5	3	-2	0	/	-1.0	-2	-2	-5	6
COc1ccc(C2(C)NC(=O)N(CC(=O)NCc3ccccc3F)C2=O)cc1 (configuration not stated)	0	-7	1	6	0	-0.1	7	-2	0	6
COc1ccc(C2C(C(=O)c3sc(C)nc3C)=C(O)C(=O)N2CCCn2ccnc2)cc1 (configuration not stated)	4	4	4	-2	0	-0.5	4	5	1	-2
CS(=O)(=O)N1CCN(C(=O)Cc2ccc(Br)cc2)CC1	3	-7	2	-1	2	-2.4	3	1	3	2
COc1ccccc1C1C(C#N)=C(N)N(N(C)C)C2=C1C(=O)CC(C)(C)C2 (configuration not stated)	0	-14	-1	-6	0	-0.5	2	0	1	-3
Cc1ccc2cc(CCNC(=O)c3ccc(S(=O)(=O)N4CCOCC4)cc3)c(=O)[nH]c2c1C	1	5	-6	5	2	-0.9	6	2	3	-1
CCOc1ccccc1N1CCN(C(=O)c2ccc(-c3ccc(OC(C)=O)cc3)cc2)CC1	6	4	-5	14	15	-1.0	-5	7	0	-2
CS(=O)(=O)N(CC(=O)NCCSCc1ccccc1Cl)c1ccc(F)cc1	-1	-2	-3	1	2	1.9	-7	-1	3	-2
COc1cccc(NC(=O)COC(=O)C2CC3CCCC(C2)C3=O)c1 (configuration not stated)	2	-19	0	10	-5	-0.8	-7	-2	1	-4
COc1cc(NC(=O)C2(C)CCCN2C(=O)C(C)C)cc(OC)c1OC (configuration not stated)	-4	8	2	5	/	0.2	2	1	4	3
O=C(NCCNc1ccc([N+](=O)[O-])cc1)c1ccccc1Br	3	3	2	13	-5	0.9	-5	0	3	0
COc1ccccc1S(=O)(=O)Cc1ccc(C(=O)N2CCN(c3ccccc3)CC2)o1	3	7	0	7	3	-1.8	0	0	-2	3
CC1CC(C)CN(C(=O)CNS(=O)(=O)c2ccc(Br)s2)C1 (configuration not stated)	2	2	-5	-8	-8	0.2	0	-2	-1	-2
Cn1cc(S(=O)(=O)c2ccccc2)c(=O)c2cc(F)c(N3CCOCC3)cc21	-2	0	-2	-11	3	-0.3	-1	11	11	1
COc1cccc(CNC(=O)CCC2CCCN(C(=O)c3cc(C4CC4)[nH]n3)C2)c1 (configuration not stated)	-3	5	-5	0	0	-2.1	-6	-2	2	2
COc1ccc(/C=C2\SC(=O)N(CC(=O)NC3CCS(=O)(=O)C3)C2=O)cc1 (configuration not stated)	10	5	3	2	-3	-2.3	-5	-1	11	0
Cc1ccc(C(=O)NCC(=O)N(C)Cc2ccc(Cl)cc2Cl)s1	0	-3	-4	-1	-11	-0.1	2	-2	-8	-1
Cc1cc(C)nc(-n2cc(C(=O)c3cc(F)ccc3O)cn2)n1	-3	10	-3	-8	3	-1.4	-4	-3	-4	-4
CCCCOc1ccc(C(C)NC(=O)CCS(=O)(=O)Cc2ccc(Cl)cc2)cc1 (configuration not stated)	-2	-1	-5	4	3	-2.9	2	-4	0	0
CNC(=S)N(Cc1ccc(OC)cc1)C1CC(=O)N(c2ccc(OC)cc2)C1=O (configuration not stated)	4	-3	-1	0	3	-2.5	-7	-1	-1	-1
CC(=O)n1cc([C@H]2C=C(C(=O)N3CCN(Cc4ccc5c(c4)OCO5)CC3)O[C@@H](OCCCCO)C2)c2ccccc21	-1	1	-1	11	-9	-0.8	-3	1	0	1
C=CCn1c(SCC(=O)Nc2cc(C)on2)nnc1C1COc2ccccc2O1 (configuration not stated)	-2	-1	-5	1	-5	0.8	4	0	0	6
O=C(N/N=C/c1ccccn1)c1cccc(S(=O)(=O)N2CCCC2)c1	-5	1	0	5	0	-0.7	3	0	0	-2
Cc1ccc(S(=O)(=O)N2C[C@]3(O)C[C@@H]4C(=O)N(c5ccccc5)C(=O)[C@@H]4C[C@]3(OC(=O)NC3CCCC3)C2)cc1	6	-6	4	7	-5	-1.8	3	-1	-9	1

Reformatted with two lines to a compound: 2 of the compounds above
Every second line gives: Rev-erbA mod	ARFGAP1 inh	rCAG binder	ASAP1 inh	HTRA1 inh	PG9 Ab binder	ABHD4 inh	GC-A act	NPR2 activator	SMARCA2 activ
> COc1ccc(-c2cn(-c3ccc(Br)cc3)c3[n+]2CCS3)cc1
→ -1	9	7	-5	-2	0.3	7	11	1	-7
> Cc1nnc2sc(-c3ccc(NC(=O)c4ccc(-c5ccc(Cl)cc5Cl)o4)cc3)nn12
→ -12	20	4	112*	-18	2.0	0	-3	-9	-1

Some of these compounds in order of the GC-A act value, high to low.
SMILES,GC-A act
Cc1ccc2cc(CCNC(=O)c3ccc(S(=O)(=O)N4CCOCC4)cc3)c(=O)[nH]c2c1C,2
CS(=O)(=O)N1CCN(C(=O)Cc2ccc(Br)cc2)CC1,1
CC(=O)Nc1sc(C)c(C)c1C(=O)OCC(=O)NCc1ccccc1,0
Cc1cc(C)nc(-n2cc(C(=O)c3cc(F)ccc3O)cn2)n1,-3

(listing goes on)
SMILES	Rev-erbA mod	ARFGAP1 inh	rCAG binder	ASAP1 inh	HTRA1 inh	PG9 Ab binder	ABHD4 inh	GC-A act	NPR2 activator	SMARCA2 activ
CCOc1ccc(NC(=O)c2cc3c(=O)n(C)c4ccccc4c3n2C)cc1	41*	-1	4	-7	-2	-0.9	1	-1	-3	0
O=C(Cn1nc(C(F)(F)F)c2c1CCC2)NC1CCCCC1	0	12	-2	6	3	-0.5	0	1	7	7
CC(C)n1c2ccccc2c2cc([N+](=O)[O-])ccc21	13	-4	1	-2	-11	1.3	-9	27	33	-3
CCn1c(-c2ccccc2)c(C(=O)CCl)c2ccccc21	0	-1	-2	2	-8	-0.9	-4	-10	-4	-13
CCOc1nc(Nc2ccc(OC)cc2)nc(OCC)n1	-2	-6	-3	9	-5	-1.8	14	3	2	0
CCCN1C(=O)C2C(C(=O)Nc3cccc(OC)c3)C3C=CC2(O3)C1C(=O)NC1CCCCC1 (configuration not stated)	-7	4	-6	14	-3	1.0	1	1	-5	0
COc1ccc([C@H]2CC(=O)C=C(c3ccccc3C(F)(F)F)C2)cc1	-4	21	-10	8	-31	-0.9	-9	3	-2	-1
CN1C(=O)CC(N2CCN(c3ccc(Cl)cc3)CC2)C1=O (configuration not stated)	-4	2	-2	-4	2	0.6	2	3	-3	-5
COc1ccc(-c2[nH]ncc2CN(C)Cc2cccnc2)c(OC)c1	5	-5	-3	3	8	-1.5	-5	1	-1	0
CCOC(=O)C1=C(N)N(c2ccccc2)C(=O)C1	6	-7	2	0	-8	0.3	1	0	11	0
O=C(Nc1ccc(Oc2cccc(C(F)(F)F)c2)nc1)c1ccco1	12	12	-4	5	-10	-0.5	-3	1	4	-7
CC1(C(=O)Nc2cnc3ccccc3c2)CCN1C(=O)C/C=C/c1ccccc1 (configuration not stated)	0	9	5	-3	/	0.7	-12	-1	0	1
